Source: PubChem BioAssay
GPR55 LPI antagonism: inhibition of LPI-stimulated GPR55 beta-arrestin translocation – imaging, U2OS, beta-arrestin-GFP, LPI agonist, primary screen (AID 2013). U2OS GPR55 beta-arrestin-GFP translocation imaging, LPI antagonism; higher % means a stronger effect. inhibition, % at 10 µM; hits with a dose series show IC50 in µM. 0.13% of 290,000 active;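 active = spots per cell inhibited over 60%, with over 100 cells counted and total cytoplasm intensity under 500,000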;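 also: U2OS cells stably carrying GPR55 and arrestin-GFP stimulated by 5 µM LPI near EC80; imaged beta-arrestin-GFP aggregate spots per cell after agonist stimulation; plate controls were LPI-stimulated DMSO wells for no effect and DMSO wells without LPI for full effect; some results filed as inactive read as strong as hits; confirmed hits need IC50 under 10 µM and bright autofluorescent wells are also inconclusive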
KOR beta-arrestin-1: kappa opioid receptor activators – cell-based, luminescence, uHTS, primary screen (AID 1777); KOR beta-arrestin recruitment, luminescence; higher % means a stronger effect; 0.02% of 280,000 active; activation, % at 10 µM; hits with a dose series show EC50 in µM; in the data active = activation above about 50%, passing the limit was not always enough; also: a part of the inactive calls stands beside numbers as strong as those of hits
KOR beta-arrestin-2: kappa opioid receptor blockers – cell-based, luminescence, uHTS (AID 1778) | KOR beta-arrestin recruitment, luminescence, antagonist mode; higher % means a stronger effect | inhibition, % at 10 µM; hits with a dose series show IC50 in µM | 0.091% of 290,000 active; in the data active = inhibition above about 50%; also: strong numbers were not always called active
GPR55 activation: GPR55 agonists via beta-arrestin recruitment, primary screen, imaging, U2OS cells, beta-arrestin-GFP redistribution (AID 1961); activation, % at 10 µM; hits with a dose series show EC50 in µM; U2OS GPR55 beta-arrestin-GFP redistribution imaging; higher % means a stronger effect; 0.048% of 290,000 active;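 active = activation above 40% with more than 50 cells counted in the well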;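 also: U2OS osteosarcoma cells stably expressing GPR55 and beta-arrestin-GFP; plate controls were DMSO negative control for no effect and LPI positive control for full effect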
NOD1 NF-kB reporter: NOD1 signaling inhibitors, primary screen, cell-based, luminescence, uHTS (AID 1578); NOD1-driven NF-kB luciferase reporter cells, luminescence; higher % means a stronger effect; inhibition, % at 4 µM; hits with a dose series show EC50 in µM; 1% of 290,000 active; in the data active = inhibition mostly above about 36%, no sharp cut-off; inactive = mostly below about 34%;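 also: HEK-293T reporter cells stimulated with the NOD1 agonist gamma-tri-DAP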
AID2073: disruptors of CaV2.2 binding to Mint1 – biochemical, HTRF (AID 2073); HTRF protein-protein interaction, Mint1-CaV2.2; higher % means a stronger effect; one-dose inhibition, % at 20 µM; IC50 in µM for titrated hits; 0.19% of 290,000 active; in the data active = inhibition mostly above about 51%, no sharp cut-off; also: some results filed as inactive read as strong as hits
GPR35 antagonists: inhibition of zaprinast-stimulated GPR35 beta-arrestin translocation – imaging, U2OS, beta-arrestin-GFP, zaprinast agonist, primary screen (AID 2058); 0.052% of 290,000 active; one-dose inhibition, % at 10 µM; IC50 in µM for titrated hits; U2OS GPR35 beta-arrestin-GFP translocation imaging, zaprinast antagonism; higher % means a stronger effect;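 active = inhibition of at least 50% with at least 30 cells and total cytoplasm GFP at most 10,000,000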
HIV peptide binding: cell-free HIV fusion peptide-binding blockers – biochemical, uHTS, fluorescence dequenching, primary screen (AID 1986). inhibition, % at 20 µM, or IC50 in µM where a hit was titrated. 0.3% of 290,000 active. cell-free peptide binding, fluorescence dequenching, 30 min; higher % means a stronger effect; in the data active = inhibition mostly above about 52%, no sharp cut-off; inactive = mostly below about 76%; also: some results filed as inactive read as strong as hits
SIAH1 antagonists: blockers of Siah-1 interaction with plectin peptide – biochemical, fluorescence polarization, rhodamine-plectin, uHTS, primary screen (AID 1817); Siah-1 / rhodamine-plectin peptide fluorescence polarization; higher % means a stronger effect; displacement, % at 20 µM, or IC50 in µM where a hit was titrated; 0.02% of 290,000 active;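 active = displacement of at least 50% at 20 µM, with a fluorescence ratio check between 0.3 and a set limit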;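 also: plate controls were Siah plus tracer with DMSO for no effect and tracer alone without Siah for full effect; strong numbers were not always called active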
The depositor's hits bear a star; [ ] = dose if it differs, or a comment. The list is partial; the hit share may differ from the screen's.

Start of the data: the first two compounds (preview)
How did COC(=O)N1C(=O)[C@](c2ccccc2)(C2CCCCC2)N1C(=O)OC do in these assays?
GPR55 LPI antagonism: 15%; KOR beta-arrestin-1: 0.3%; KOR beta-arrestin-2: 6%[20 µM]; GPR55 activation: 9.7%; NOD1 NF-kB reporter: -5%; AID2073: -5%; GPR35 antagonists: 12%; HIV peptide binding: 1.7%; SIAH1 antagonists: -4%

What do the screens show for `Cc1ccc(OCc2nn3c(-c4ccco4)nnc3s2)cc1`?
GPR55 LPI antagonism: 15%; KOR beta-arrestin-1: 0.4%; KOR beta-arrestin-2: -4%; GPR55 activation: 0.6%; NOD1 NF-kB reporter: -32%; AID2073: 2%; GPR35 antagonists: -9%; HIV peptide binding: 1.6%; SIAH1 antagonists: 1%

The listing, from the first entry:
How did COC(=O)N1C(=O)[C@](c2ccccc2)(C2CCCCC2)N1C(=O)OC do in these assays?
GPR55 LPI antagonism: 15%; KOR beta-arrestin-1: 0.3%; KOR beta-arrestin-2: 6%[20 µM]; GPR55 activation: 9.7%; NOD1 NF-kB reporter: -5%; AID2073: -5%; GPR35 antagonists: 12%; HIV peptide binding: 1.7%; SIAH1 antagonists: -4%

What do the screens show for `Cc1ccc(OCc2nn3c(-c4ccco4)nnc3s2)cc1`?
GPR55 LPI antagonism: 15%; KOR beta-arrestin-1: 0.4%; KOR beta-arrestin-2: -4%; GPR55 activation: 0.6%; NOD1 NF-kB reporter: -32%; AID2073: 2%; GPR35 antagonists: -9%; HIV peptide binding: 1.6%; SIAH1 antagonists: 1%

How did O=C(N/N=C/C=C/c1ccccc1[N+](=O)[O-])c1cccnc1 do in these assays?
GPR55 LPI antagonism: 9%; KOR beta-arrestin-2: -1%[20 µM]; GPR55 activation: 0.0%; NOD1 NF-kB reporter: -19%; AID2073: -2%; GPR35 antagonists: 14%; HIV peptide binding: 1.4%; SIAH1 antagonists: 3%

What do the screens show for `CN1C(C(=O)NCc2ccccc2)CC2Cn3c(nc4ccccc43)C21` (configuration not stated)?
GPR55 LPI antagonism: -8%; KOR beta-arrestin-1: 3.1%; KOR beta-arrestin-2: -24%; GPR55 activation: -0.1%; NOD1 NF-kB reporter: -3%; AID2073: 6%; GPR35 antagonists: -4%; HIV peptide binding: 2.0%; SIAH1 antagonists: 3%

What do the screens show for `CN(C)C(=O)CNc1n[nH]c(=S)[nH]c1=O`?
GPR55 LPI antagonism: 4%; KOR beta-arrestin-1: 3.1%; KOR beta-arrestin-2: 6%; GPR55 activation: -0.2%; NOD1 NF-kB reporter: 11%; AID2073: 1%; GPR35 antagonists: 10%; HIV peptide binding: -0.7%; SIAH1 antagonists: -1%

What do the screens show for `CCO[C@@H]1OC(C(N)=O)=C[C@H](C2CCCCC2)[C@H]1CCCO`?
GPR55 LPI antagonism: -1%; KOR beta-arrestin-1: -4.2%; KOR beta-arrestin-2: 25%; GPR55 activation: 0.0%; NOD1 NF-kB reporter: -1%; AID2073: 4%; GPR35 antagonists: -8%; HIV peptide binding: -0.6%; SIAH1 antagonists: 0%

Results for CCOc1ccc(-c2cnc3n2CCC3)cc1 ?
GPR55 LPI antagonism: 18%; KOR beta-arrestin-1: -4.2%; KOR beta-arrestin-2: -19%; GPR55 activation: -0.1%; NOD1 NF-kB reporter: -1%; AID2073: -2%; GPR35 antagonists: 9%; HIV peptide binding: 0.8%; SIAH1 antagonists: 1%

Results for Cc1ccc(SCC(=O)Nc2nccs2)cc1 ?
GPR55 LPI antagonism: 7%; KOR beta-arrestin-1: 0.9%; KOR beta-arrestin-2: -12%[20 µM]; GPR55 activation: -0.1%; NOD1 NF-kB reporter: -20%; AID2073: 0%; GPR35 antagonists: -12%; HIV peptide binding: 0.3%; SIAH1 antagonists: -2%

How did O=C(CN1CCN(c2ccc(O)cc2)CC1)NC1CCCc2ccccc21 (configuration not stated) do in these assays?
GPR55 LPI antagonism: 11%; KOR beta-arrestin-1: -1.4%; KOR beta-arrestin-2: 5%; GPR55 activation: 0.3%; NOD1 NF-kB reporter: -14%; AID2073: -38%; GPR35 antagonists: 14%; HIV peptide binding: 15%; SIAH1 antagonists: 10%

What do the screens show for `Cc1cccc(NC(=O)CCN2CCN(C)CC2)c1`?
GPR55 LPI antagonism: -24%; KOR beta-arrestin-1: -3.2%; KOR beta-arrestin-2: 7%[20 µM]; GPR55 activation: -0.2%; NOD1 NF-kB reporter: 13%; AID2073: 13%; GPR35 antagonists: -6%; HIV peptide binding: -2.2%; SIAH1 antagonists: -7%

What do the screens show for `CC(N=c1ccccn1C(=O)Nc1cccc(C(F)(F)F)c1)c1ccco1` (configuration not stated)?
GPR55 LPI antagonism: 9%; KOR beta-arrestin-1: 7.3%; KOR beta-arrestin-2: 28%; GPR55 activation: 0.2%; NOD1 NF-kB reporter: -20%; AID2073: 7%; GPR35 antagonists: -8%; HIV peptide binding: 0.4%; SIAH1 antagonists: 1%

How did O=C1CN(CC(=O)NC2CCCc3ccccc32)CCN1 (configuration not stated) do in these assays?
GPR55 LPI antagonism: 5%; KOR beta-arrestin-1: -3.1%; KOR beta-arrestin-2: -9%; GPR55 activation: 0.0%; NOD1 NF-kB reporter: -6%; AID2073: 44%; GPR35 antagonists: -4%; HIV peptide binding: -0.4%; SIAH1 antagonists: 0%

What do the screens show for `CCCCCCCCCC(=O)Nn1cnc2ccccc2c1=O`?
GPR55 LPI antagonism: 10%; KOR beta-arrestin-1: -7.2%; KOR beta-arrestin-2: -11%[20 µM]; GPR55 activation: 0.9%; NOD1 NF-kB reporter: -13%; AID2073: 12%; GPR35 antagonists: 6%; HIV peptide binding: -1.2%; SIAH1 antagonists: 4%

Results for O=C(N/N=C/c1ccc(-n2ccnc2)cc1)c1cccs1 ?
GPR55 LPI antagonism: 7%; KOR beta-arrestin-1: -0.3%; KOR beta-arrestin-2: -1%; GPR55 activation: 0.6%; NOD1 NF-kB reporter: -60%; AID2073: 29%; GPR35 antagonists: 18%; HIV peptide binding: 0.3%; SIAH1 antagonists: 8%

How did CCCOc1cccc(C(=O)N2CCN(C(=O)C3CCCO3)CC2)c1 (configuration not stated) do in these assays?
GPR55 LPI antagonism: -12%; KOR beta-arrestin-1: -1.5%; KOR beta-arrestin-2: 2%; GPR55 activation: -0.1%; NOD1 NF-kB reporter: -5%; AID2073: 6%; GPR35 antagonists: 2%; HIV peptide binding: -0.7%; SIAH1 antagonists: -4%

Results for Cc1nn(C)c(C)c1S(=O)(=O)N(CC(=O)NCCCN1CC(C)CC(C)C1)c1ccc(C(C)C)cc1 (configuration not stated) ?
GPR55 LPI antagonism: -9%; KOR beta-arrestin-1: 3.5%; KOR beta-arrestin-2: -33%; GPR55 activation: -0.1%; NOD1 NF-kB reporter: -6%; AID2073: -14%; GPR35 antagonists: -3%; HIV peptide binding: -1.4%; SIAH1 antagonists: -2%

Results for Cn1nccc1/C=C(/C#N)S(=O)(=O)c1ccccc1 ?
GPR55 LPI antagonism: 8%; KOR beta-arrestin-1: -1.7%; KOR beta-arrestin-2: -10%; GPR55 activation: -0.1%; NOD1 NF-kB reporter: -9%; AID2073: 0%; GPR35 antagonists: 0%; HIV peptide binding: 4.3%; SIAH1 antagonists: -2%

How did CCOC(=O)C1=C(C)N(C)C(=S)N(C)C1c1ccc(OC)cc1 (configuration not stated) do in these assays?
GPR55 LPI antagonism: 9%; KOR beta-arrestin-1: 3.5%; KOR beta-arrestin-2: 8%; GPR55 activation: -0.4%; NOD1 NF-kB reporter: -12%; AID2073: 2%; GPR35 antagonists: 0%; HIV peptide binding: 1.3%; SIAH1 antagonists: 0%

Results for Nc1nnc(CCCCCc2nnc(N)s2)s1 ?
GPR55 LPI antagonism: 7%; KOR beta-arrestin-1: -3.3%; KOR beta-arrestin-2: 13%; GPR55 activation: 0.1%; NOD1 NF-kB reporter: -12%; AID2073: 0%; GPR35 antagonists: -5%; HIV peptide binding: -3.0%; SIAH1 antagonists: 0%

Results for Cc1ccc2c(C(=O)CN3CCCC(C)C3)c(C)[nH]c2c1 (configuration not stated) ?
GPR55 LPI antagonism: 0%; KOR beta-arrestin-1: -2.9%; KOR beta-arrestin-2: 10%; GPR55 activation: -0.1%; NOD1 NF-kB reporter: -2%; AID2073: 11%; GPR35 antagonists: 7%; HIV peptide binding: -0.5%; SIAH1 antagonists: -3%

How did CCCOc1ccc(/C=N/Nc2ccc(C(=O)O)cc2)c(OCCC)c1 do in these assays?
GPR55 LPI antagonism: 8%; KOR beta-arrestin-1: 4.8%; KOR beta-arrestin-2: -60%; GPR55 activation: 0.0%; NOD1 NF-kB reporter: -19%; AID2073: 20%; GPR35 antagonists: 3%; HIV peptide binding: 46%; SIAH1 antagonists: 0%

What do the screens show for `O=C(C1CCC(=O)N(C2CCCC2)C1)N1CCC(Oc2ccccc2Cl)CC1` (configuration not stated)?
GPR55 LPI antagonism: 2%; KOR beta-arrestin-1: 3.7%; KOR beta-arrestin-2: 9%; GPR55 activation: 0.3%; NOD1 NF-kB reporter: 0%; AID2073: 10%; GPR35 antagonists: 7%; HIV peptide binding: 1.2%; SIAH1 antagonists: 2%

What do the screens show for `O=C(/C=C/c1ccccc1)Nc1cc(S(=O)(=O)N2CCOCC2)ccc1N1CCCC1`?
GPR55 LPI antagonism: 20%; KOR beta-arrestin-1: 4.7%; KOR beta-arrestin-2: -17%; GPR55 activation: 0.3%; NOD1 NF-kB reporter: 31%; AID2073: -1%; GPR35 antagonists: 3%; HIV peptide binding: -3.4%; SIAH1 antagonists: -2%

How did CCn1c(CC(=O)Nc2ccccc2)nnc1SCC(=O)Nc1nncs1 do in these assays?
GPR55 LPI antagonism: 10%; KOR beta-arrestin-1: -0.3%; KOR beta-arrestin-2: -14%; GPR55 activation: 0.6%; NOD1 NF-kB reporter: -29%; AID2073: 1%; GPR35 antagonists: -11%; HIV peptide binding: -0.9%; SIAH1 antagonists: 1%

Results for Cc1c2cnn(CC(=O)Nc3c(F)c(F)cc(F)c3F)c(=O)c2c(C)n1Cc1ccc(F)cc1 ?
GPR55 LPI antagonism: 7%; KOR beta-arrestin-1: -2.5%; KOR beta-arrestin-2: -4%; GPR55 activation: 0.4%; NOD1 NF-kB reporter: -47%; AID2073: 38%; GPR35 antagonists: 20%; HIV peptide binding: 3.0%; SIAH1 antagonists: 20%

What do the screens show for `Cc1ccc(-n2c(C)cc(C)c(C#N)c2=O)cc1C`?
GPR55 LPI antagonism: -5%; KOR beta-arrestin-2: -17%[20 µM]; GPR55 activation: 0.2%; NOD1 NF-kB reporter: -30%; AID2073: 0%; GPR35 antagonists: 12%; HIV peptide binding: 0.8%; SIAH1 antagonists: 1%
